GPR151 activ = human GPR151 activation; Q8TDV0; PathHunter beta-arrestin GPR151 cells, luminescence; activation, % at 11.2 µM; 650,000 compounds, 1% hits; in the data active = activation above about 4.9%;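 note: 0% = median of compound wells and 100% = cells with positive control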
FBW7 act = activators of human E3 ligase FBW7; AlphaScreen FBW7–phospho-cyclin E peptide binding, activator screen; normalized activity (activation), % at 26.1 µM; 650,000 compounds, 0.13% hits; in the data active = normalized activity above about 1.9%;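 note: purified mutant Fbw7 with reduced substrate affinity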
Target sequence (Q969H0 whole entry, looked up): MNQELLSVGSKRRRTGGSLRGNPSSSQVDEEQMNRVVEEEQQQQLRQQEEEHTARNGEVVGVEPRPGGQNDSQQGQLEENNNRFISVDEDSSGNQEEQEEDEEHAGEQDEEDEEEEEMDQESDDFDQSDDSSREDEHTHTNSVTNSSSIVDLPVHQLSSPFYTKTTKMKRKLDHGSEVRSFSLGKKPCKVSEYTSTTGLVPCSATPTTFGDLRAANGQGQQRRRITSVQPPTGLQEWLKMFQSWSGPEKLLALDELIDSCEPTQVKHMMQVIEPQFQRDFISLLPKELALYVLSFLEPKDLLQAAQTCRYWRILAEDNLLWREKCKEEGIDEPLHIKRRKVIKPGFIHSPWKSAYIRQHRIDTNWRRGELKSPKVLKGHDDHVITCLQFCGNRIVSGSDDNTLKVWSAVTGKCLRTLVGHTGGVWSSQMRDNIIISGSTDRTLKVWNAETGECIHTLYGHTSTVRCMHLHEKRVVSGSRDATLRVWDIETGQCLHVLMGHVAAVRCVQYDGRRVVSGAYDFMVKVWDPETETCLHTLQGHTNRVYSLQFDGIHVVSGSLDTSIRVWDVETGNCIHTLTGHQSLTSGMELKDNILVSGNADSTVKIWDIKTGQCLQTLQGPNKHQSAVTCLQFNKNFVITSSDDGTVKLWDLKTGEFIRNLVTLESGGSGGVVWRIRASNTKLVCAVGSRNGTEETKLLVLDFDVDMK
TEAD-YAP block = TEAD-YAP interaction inhibition | AID 1259422 | inhibition, % at 9.12 µM | HEK-TIYL cells, TEAD-Gal4/YAP UAS-luciferase luminescence | 640,000 compounds, 1.4% hits; in the data active = inhibition above about 32%;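 note: 0% = median of test compound wells and 100% = reference inhibitor wells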
MITF primary = blocks human microphthalmia-associated transcription factor | O75030 | AlphaScreen MITF homodimerization, bead proximity signal | inhibition, % at 2.6 µM | 650,000 compounds, 0.91% hits; in the data active = inhibition above about 50%;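 note: 0% = vehicle wells with protein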
* hit, by the source's call.

canonical_smiles	MITF primary	GPR151 activ	FBW7 act	TEAD-YAP block
O=[N+]([O-])c1ccc2nc(SCc3ccc(I)cc3)sc2c1	7.8	4.1	-0.1	-3.3
Cc1onc(-c2ccccc2Cl)c1C(=O)Nc1nccs1	19.2	0.8	0.0	12.8
COC(=O)C1=C(NC(=O)c2ccc(S(=O)(=O)N3CCCC3)cc2)CCS1	13.6	0.8	0.0	7.2
CCOC(=O)c1c(NC(=O)c2ccoc2C)sc2c1CCC(C)C2 (stereo unspecified)	0.1	-0.9	0.5	14.3
Cc1ccc(-c2nnc(SCC(=O)Nc3ccccc3Cl)nc2-c2ccc(C)cc2)cc1	1.8	-0.2	0.1	27.5
COCCN(Cc1cc2cc(C)ccc2n2nnnc12)C(=S)Nc1ccccc1C	-13.2	0.6	0.0	7.8
CNC(=O)c1ccc(-c2ccc3c(c2)OCO3)nc1N1CCOCC1	-0.1	2.2	0.1	-11.4
COc1cc2cc(C)c3nnc(SCC(=O)NNC(=O)c4ccco4)n3c2cc1OC	3.3	-0.5	0.0	6.1
O=C(CCc1ccccc1)Nc1nnc(S(=O)(=O)NCc2ccccc2)s1	3.7	-0.2	0.0	9.6
COP(=O)(OC)c1nc(-c2ccco2)oc1NCc1ccc(C)cc1	9.2	-1.0	0.0	-0.9
Cc1ncc(CO)c2c1OC(C)(C)OC2	14.7	-0.8	-0.1	8.1
O=C(Cn1cnc2ccccc21)NCCOc1ccc(F)cc1	-1.4	-0.6	0.1	6.2
Cc1cc(C)n2nc(C(=O)N/N=C\c3ccccc3O)nc2n1	27.9	0.8	-0.2	3.2
CC(=O)c1sc2c(c1N)c(=O)[nH]c(=O)n2C1CC2CCC1C2 (stereo unspecified)	6.4	-0.7	0.2	-10.4
Cc1nc2sc(C(=O)N3CCN(c4cccc(Cl)c4)CC3)c(C)c2c(=O)[nH]1	5.7	-0.4	0.0	14.5
CC(C)(C)c1ccc(CSc2nc3ccccc3c(=O)n2Nc2ccc(Cl)nn2)cc1	0.9	-0.1	0.2	6.0
COc1cc2c(cc1OC)C(c1ccccc1Br)N(c1ccc(C)cc1)C(=O)C2 (stereo unspecified)	14.0	0.3	0.5	5.4
O=C(Nc1noc2ncccc12)c1ccc(Cl)cc1	-19.8	0.3	0.0	-1.9
CCOC(=O)C1=C(C)N=c2s/c(=C/c3ccc(N(CC)CC)o3)c(=O)n2C1c1ccc(OC)cc1 (stereo unspecified)	23.6	-1.0	0.1	6.1
CCCn1c(=O)c(C(=O)Nc2cccc(Br)c2)c(O)c2ccccc21	11.5	1.1	0.1	-11.1
CC(=O)NC(=S)Nc1ccc(S(=O)(=O)NCCc2ccccc2)cc1	-5.3	0.8	-0.1	6.7
COC(=O)c1ccc(-c2cnn3c(N4CCC(O)CC4)ccnc23)cc1	-3.8	0.7	-0.2	-16.3
CNC(=O)c1cc(F)ccc1Nc1cc(Nc2cc(-c3cncnc3)nc(C)n2)ncc1C(F)(F)F	-5.5	-0.6	-0.2	54.8*
Cc1ccc(NC(=O)CSc2nc3n[nH]c(C)c3c(=N)n2-c2ccccc2Cl)cc1	8.6	0.5	0.1	14.0
CNC(=O)COC(=O)c1ccccc1I	-2.6	0.7	0.1	2.3
CCOc1ccccc1Nc1nnc(SCc2nc3ccsc3c(=O)[nH]2)s1	-3.2	0.8	0.6	4.1
CCCOc1ccc(/C(O)=C2/C(=O)C(=O)N(Cc3cccnc3)C2c2ccc(C(C)C)cc2)cc1C (stereo unspecified)	12.9	0.0	0.0	3.8
Cc1ccccc1NC(=O)Nc1ccccc1Br	-7.0	2.6	0.0	4.1
O=C1C=C(c2ccc(Cl)cc2)C(=O)N1c1ccc(F)cc1	2.6	2.3	0.0	8.2
O=C(NCc1ccncc1)/C(=C/c1ccccc1Cl)c1ccccc1	12.7	0.0	0.1	-4.4
Cc1cccc(-n2ncc3c(N4CCN(c5cccc(C)c5C)CC4)ncnc32)c1	16.5	-1.6	0.6	-1.4
CC(C)(C)c1cc(NC(=O)c2ccco2)no1	15.2	-4.1	1.0	-5.4
O=[N+]([O-])c1ccc(Oc2ccc(S(=O)(=O)Nc3cccnc3)cc2)cc1	6.7	-0.4	0.2	3.5
CC(C)NC(=O)C1CCN(C(=O)Nc2ccc(F)cc2)CC1	-0.8	0.3	0.2	10.1
Cc1ccccc1OCC(=O)Oc1ccc(N2C(=O)C3CCCCC3C2=O)cc1 (stereo unspecified)	9.9	1.7	-0.1	1.1
O=C(Nc1ccc(Br)cc1)/C(=C\c1cccc([N+](=O)[O-])c1)NC(=O)c1ccccc1Cl	0.7	-0.7	-0.1	-1.2
COc1ccc(-c2nc(=S)c3c(n2C2CCCCC2)CCCC3)cc1	3.0	-0.2	0.0	31.2
NC(=O)c1nc(-c2ccccn2)nc2c1[nH]c(=O)n2Cc1ccccc1	9.8	1.8	-0.1	-7.3
CC(=O)c1c(C)[nH]c(C(=O)NC(C)(C)C)c1C	-0.9	2.4	-0.2	1.3
CC(C)NC(=O)C1CCCN(S(C)(=O)=O)C1 (stereo unspecified)	4.1	-0.4	-0.2	2.3
CC(C)N(C(C)C)S(=O)(=O)c1ccccc1	-7.8	-1.1	-0.2	-9.6
COc1ccc([N+](=O)[O-])cc1N(CC(=O)Nc1cccc(C(C)=O)c1)S(C)(=O)=O	-9.8	3.2	-0.2	-8.5
CN(C(=O)Cn1ncc2c(=O)oc3ccccc3c21)c1ccc(Cl)cc1	-10.1	-0.5	-0.1	-6.5
CN1C(=O)/C(=C/c2ccc(Br)c([N+](=O)[O-])c2)SC1=S	15.6	1.7	0.1	-1.3
CC(=O)Nc1ccc(S(=O)(=O)Nc2ccccc2C(=O)Nc2ccccc2)cc1	-0.7	0.3	0.1	-3.8
Cc1cnc(Nc2cccnc2)nc1NCCOc1ccccc1	2.8	-0.7	0.3	9.9
CC(=O)Nc1nnc(Sc2cnccn2)s1	-0.3	0.4	-0.1	5.2
CCc1ccccc1NC(=O)c1ccc(CN2CCc3ccccc3C2)cc1	-9.5	0.0	0.1	-0.9
Cc1cc(C)c(S(=O)(=O)Nc2ccc(C)c(Cl)c2)c(C)c1	-6.2	-1.8	0.0	-5.0
COc1ccccc1C(=O)C1C(=O)NC2(C)CC1c1cc(Cl)ccc1O2 (stereo unspecified)	11.2	-0.7	0.0	3.4
Cc1nc(-c2ccc(S(=O)(=O)N3CCCC3)cc2)cs1	-13.9	-0.3	0.2	-3.5
O=[N+]([O-])c1ccc(N2CCCCC2)cc1SCCOc1nonc1-c1ccccc1	4.2	-1.8	0.0	2.4
N#C/C(=C\c1cc(Br)cc(Br)c1O)c1nc2ccccc2s1	-1.1	-0.6	-0.1	-6.0
Cc1ccccc1CNC(=O)c1ccc([N+](=O)[O-])cc1	-1.4	-0.2	0.8	0.1
CCn1c2ccccc2n2c(=O)n(Cc3ccccn3)nc12	2.6	-0.8	-0.1	-14.7
CC(CCc1ccccc1)NC(=O)c1n[nH]c(=O)c2ccccc12 (stereo unspecified)	3.1	-1.7	0.4	-5.4
O=C1Nc2ccc(S(=O)(=O)Nc3ccc(O)cc3)c3cccc1c23	3.4	2.0	-0.7	-33.0
CC1CC(=O)NN=C1c1ccc(N2CCCCC2)c([N+](=O)[O-])c1 (stereo unspecified)	0.5	-0.4	0.1	-37.1
CCOC(=O)NNC(=O)C1CCC(C)CC1 (stereo unspecified)	-1.6	2.6	0.0	4.6
COC(=O)C1=C(C)NC(C)=C(C(=O)OC)C1c1cn(-c2ccccc2)nc1-c1cccc([N+](=O)[O-])c1	-6.1	-2.5	0.0	-2.0

Next section
canonical_smiles	MITF primary	GPR151 activ	FBW7 act	TEAD-YAP block
CCc1ccc(C=C2C(=O)N(CC)C(=S)N(CC)C2=O)cc1	6.4	0.7	-0.1	2.7
COc1ccc(CNc2oc(COc3ccccc3F)nc2C#N)cc1	-1.5	-0.7	-0.1	-17.6
CC(=O)NCCNC(=O)COc1ccccc1C#N	-1.2	0.5	0.0	5.3
COc1ccc(S(=O)(=O)N2CCC(C(=O)N3CCCCCC3)CC2)cc1Cl	8.2	-1.6	0.1	6.2
Cc1cc2nc3s/c(=C/c4ccc(Cl)cc4Cl)c(=O)n3c2cc1C	-3.8	-0.5	-0.1	-4.4
COC(=O)c1cc(S(=O)(=O)NCCCN(C)Cc2ccccc2)c[nH]1	56.4*	0.5	0.5	3.0
O=C(NC1CC1)c1cccc(-c2csc3ccccc23)n1	18.2	1.7	0.3	-6.8
CCCCNS(=O)(=O)c1cc(Cl)ccc1Cl	13.7	-0.3	0.0	3.1
O=C(CN1CCN(C(=O)c2ccc(-n3cccc3)cc2)CC1)c1ccco1	26.6	0.1	0.0	-3.2
COc1ccccc1Nc1cc(C(=O)NCC2CCCO2)c2ccccc2n1 (stereo unspecified)	8.0	0.5	0.1	13.0
CC(=O)c1ccc(NC(=O)c2cc3c(s2)-c2ccccc2OC3)cc1	24.3	0.9	0.4	-20.7
Cc1cc(NC(=O)NCn2ncc3c4ccccc4n(C)c3c2=O)no1	9.3	-1.7	0.7	-3.4
Cc1ccc2c(C)c(C(=O)Nc3cccnc3)oc2c1	-9.3	-1.2	-0.3	-17.3
COc1ccc(N2C(=O)CN(C(=O)c3cc(C)on3)CC23CCCC3)cc1	2.0	-1.4	-0.1	12.8
O=C(O)c1cc(-c2ccc(/C=N/n3cnnc3)o2)ccc1Cl	9.0	-0.7	0.0	-1.9
Cc1ccc(C(=O)Nc2c(C(=O)N3CCCC3)cnn2-c2ccccc2)cc1	13.3	0.0	-0.1	-1.0
CC1CN(C(=O)C(C)Sc2nnnn2C)CC(C)O1 (stereo unspecified)	-7.4	0.8	-0.1	-8.6
COC(=O)N=Nc1c(O)[nH]c2ccccc12	13.0	-1.0	0.7	-9.9
CCN(C(=O)c1ccc(N2C(=O)C3C4C=CC(C4)C3C2=O)cc1)c1ccccc1 (stereo unspecified)	2.2	0.0	-0.1	8.1
O=C(COC(=O)c1ccccn1)NC1CCCCC1	4.4	0.6	-0.7	-6.1
Cn1cc(C(=O)NCc2c(F)cccc2F)nn1	5.0	-0.5	0.1	-1.3
COCCNS(=O)(=O)c1cccc2cnccc12	9.4	-2.4	0.2	9.7
CC(C)Cc1ccc(S(=O)(=O)Nc2ccc3c(c2)n(C)c(=O)n3C)cc1	1.4	0.6	0.1	32.9*
COc1ccc(NC(=O)CCCCCn2c(SCc3ccc(Cl)cc3)nc3ccsc3c2=O)cc1	-3.0	-0.2	-0.1	-7.1
Cc1ccc(F)cc1CNC(=O)CCC1(Cc2ccc(Cl)cc2)CCC(=O)N1 (stereo unspecified)	19.6	-1.3	0.4	21.7
CCOc1ccc(NC(=O)COC(=O)C2CC(=O)N(c3ccc(Cl)cc3)C2)cc1 (stereo unspecified)	-6.8	1.0	-0.1	-7.0
CCC(Sc1nc(Nc2ccc(F)c(F)c2)c2ccccc2n1)C(=O)NCc1ccco1 (stereo unspecified)	-0.8	0.9	-0.3	-2.5
O=C(O)c1cccc(-c2ccc(/C=N/Nc3ccc([N+](=O)[O-])cn3)o2)c1	14.6	-0.7	-0.1	-9.6
COc1ccc(/C=C/C(=O)NCC2CCCCC2)cc1OC	2.9	3.6	-0.1	9.1
C=CCN(CC=C)C(=O)c1cc(-c2ccc(OC)cc2)nc2ccccc12	6.1	-1.1	0.0	5.5
CCCNC(=O)Nc1ccc(I)cn1	6.0	4.0	0.0	-16.3
O=C(COc1ccc2ccccc2c1)c1ccc(O)cc1O	18.4	-3.3	0.0	19.9
Cc1noc(C)c1C(=O)OCC(=O)Nc1c(F)cccc1F	5.3	1.6	0.0	5.2
COc1cccc(-n2nnc3c(=O)n(C/C=C/c4ccccc4)cnc32)c1	2.5	0.4	-0.2	-1.0
CCn1c(SCC(=O)Nc2cccc(C)c2C)nnc1C1CC1	10.1	0.4	0.1	18.9
COc1cc(/C=N/NC(=O)c2cccs2)cc(OC)c1OC	4.4	-1.7	0.0	-55.4
CCOCCOC(=O)C1=C(C)NC2=C(C(=O)CCC2)C1c1cccc(Cl)c1 (stereo unspecified)	-13.3	-0.8	0.2	9.7
CCOc1ccc2cc(S(=O)(=O)NCc3ccco3)ccc2c1	-11.5	2.5	0.1	-11.3
COc1ccccc1NC(=O)Cn1c(=O)n(CCC(C)C)c(=O)c2cccnc21	4.8	-1.8	0.0	5.5
Cc1nn(C)c(C)c1-c1nc(NCCO)c2[nH]cnc2n1	1.7	-0.2	0.2	2.9
O=C(Nc1ccc2oc(-c3ccccc3Br)nc2c1)c1ccc(Cl)c(Cl)c1	1.9	1.8	-0.2	6.3
CS(=O)(=O)c1ccc2nc(Nc3nc4c(F)cccc4s3)sc2c1	-1.4	0.4	1.0	-43.6
COC(=O)c1ccccc1NC(=O)c1ccc(I)cc1	-3.6	-0.7	0.0	-3.5
Cc1cc(=O)cc(C)n1-c1ccc(F)c(F)c1F	-5.8	-0.7	0.1	-0.6

Screens (PubChem)
